HCV inh = inhibitors of hepatitis C virus infection | Huh7.5.1 HCVcc-Cre infection, luciferase reporter, 44 h | Potency, µM (top dose mostly 41.8 µM), without a hit: at the top dose activity change, negative = inhibition, hits mostly inhibitors | 3.4% of 340,000 active | AID 651820; note: potency is the fitted concentration of half-maximal effect
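HCVcc-Cre virus at an moi near 0.5 was added right after compound to cells cultured 4 h from seeding (1,000 cells/well). Luciferase activity was determined 44 h later, 15 min after substrate addition at RT.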
AmpC detergent = blocks E. coli AmpC beta-lactamase in detergent assay. AmpC hydrolysis of nitrocefin, absorbance 480 nm, 0.01% Triton. Potency, µM (titrated, usually from 114 µM), inactives show at the highest dose activity change, negative = inhibition, most hits filed as inhibitors. 0.041% of 370,000 active. P00811;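 note: potency is the fitted concentration of half-maximal effect; 0% = no-compound wells and -100% = no-enzyme wells; nearly all actives have a fitted effect of over 25% in size; some results filed as inactive show a strong effect at the top dose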
Target sequence (P00811 whole entry, looked up): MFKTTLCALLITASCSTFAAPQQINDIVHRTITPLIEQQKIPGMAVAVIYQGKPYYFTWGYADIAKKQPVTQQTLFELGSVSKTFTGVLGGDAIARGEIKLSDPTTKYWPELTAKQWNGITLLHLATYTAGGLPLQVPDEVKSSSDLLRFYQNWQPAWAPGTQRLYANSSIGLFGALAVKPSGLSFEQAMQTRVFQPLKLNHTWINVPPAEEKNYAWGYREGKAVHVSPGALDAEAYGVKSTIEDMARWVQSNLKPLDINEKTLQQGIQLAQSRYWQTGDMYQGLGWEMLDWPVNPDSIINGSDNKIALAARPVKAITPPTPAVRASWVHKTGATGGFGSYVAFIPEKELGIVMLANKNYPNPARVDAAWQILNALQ
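AmpC (5.3 nM in the dispensed reagent) in 20 mM phosphate pH 7.0 with 0.01% (detergent screen) or 0.0001% Triton X-100 was preincubated with compounds for 15 min at room temperature. Nitrocefin was then added from an 800 uM solution, and hydrolysis was followed at 480 nm.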
AmpC no deterg = blocks E. coli AmpC beta-lactamase in detergent-free assay | AmpC nitrocefin hydrolysis, absorbance 480 nm, 0.0001% Triton | 0.52% of 330,000 active | Potency, µM (top dose mostly 57.1 µM), for the others: top-dose activity change, negative = inhibition, most hits filed as inhibitors;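 note: potency is the fitted concentration of half-maximal effect; plate controls were no compound for no effect and no enzyme for full effect; nearly all actives have a fitted effect of over 20% in size; some results filed as inactive show a strong effect at the top dose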
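AmpC (5.3 nM in the dispensed reagent) in 20 mM phosphate pH 7.0 with 0.01% (detergent screen) or 0.0001% Triton X-100 was preincubated with compounds for 15 min at room temperature. Nitrocefin was then added from an 800 uM solution, and hydrolysis was followed at 480 nm.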
HCMV antiviral = inhibitors of human cytomegalovirus; HFF cells, HCMV-luciferase reporter, 72 h; stronger effect = lower value; activity change, negative = inhibition, % at 57.5 µM; 4.5% of 410,000 active; in the data active = activity change below about -60%; inconclusive = no clear call, values can overlap the other calls; inactive = above about -39%
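Two compound doses tested in HFFs infected with HCMV-luciferase, MOI 1 PFU/cell, 72 h at 37C. Lysate luminescence read with OneGlo; data normalized against buffer-only and 10uM Salinomycin inhibitor controls.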
Sm TGR inh = S. mansoni TGR enzyme inhibition; Q962Y6; purified TGR, DTNB reduction, TNB absorbance 405 nm; Potency, µM (top dose mostly 114 µM), inactives show top-dose activity change, negative = inhibition, usual class: inhibitors; 3% of 360,000 active; note: potency is the fitted concentration of half-maximal effect; nearly all actives have a fitted effect of over 60% in size
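First, TGR (20 nM dispensed) and NADPH were mixed with compound. Second, a 15 min room-temperature incubation followed. Third, further NADPH and then DTNB were added to start the reaction. Finally, TNB absorbance was monitored kinetically.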
FBPA Giardia inh = inhibitors of Giardia lamblia fructose-1,6-bisphosphate aldolase; 0.71% of 290,000 active; purified Giardia FBPA; A8B2U2; Potency, µM (doses to about 59.6 µM), for the others: at the highest dose activity, negative = inhibition, actives largely listed as inhibitors; AID 2451; note: potency is the fitted concentration of half-maximal effect; nearly all actives have a fitted effect of over 55% in size
Target sequence (A8B2U2 whole entry, looked up): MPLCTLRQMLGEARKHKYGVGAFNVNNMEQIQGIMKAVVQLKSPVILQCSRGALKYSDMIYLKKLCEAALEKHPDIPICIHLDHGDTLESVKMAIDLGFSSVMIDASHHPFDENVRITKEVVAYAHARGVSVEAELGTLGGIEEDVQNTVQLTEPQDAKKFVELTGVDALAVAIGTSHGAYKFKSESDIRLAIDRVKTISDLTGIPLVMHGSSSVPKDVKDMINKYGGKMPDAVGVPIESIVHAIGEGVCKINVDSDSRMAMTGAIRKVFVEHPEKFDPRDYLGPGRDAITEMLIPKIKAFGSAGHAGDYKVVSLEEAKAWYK
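Giardia FBPA (40 nM reagent) was preincubated 10 min at RT with compound (up to 57.5 uM final), then substrate plus GAPDH/TPI/NAD/arsenate coupling system with diaphorase/resazurin was added; resorufin fluorescence (525/598 nm) was read after 20 min.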
Active calls of the source: *; ? = inconclusive; · = no result given; & = joins results of further samples; [ ] = dose if it differs, or a comment. Unless noted, calls come from the whole dose curve; as a rule, active = well fitted curve in the direction sought with a large enough effect; inconclusive = small, poorly fitted or top-dose-only effect, or another doubt; inactive = no such curve, though single readings can be large; an effect the other way counts as inactive or inconclusive. Unless noted, % is set by controls: 0 for no effect and ±100 for the full control effect. No enrichment for hits (roughly 9.9% active in at least one column).

molecule | AmpC no deterg | FBPA Giardia inh | AmpC detergent | Sm TGR inh | HCV inh | HCMV antiviral
CC(C)CN(C(=O)CSc1nc2ccccc2c(=O)[nH]1)c1c(N)n(CC(C)C)c(=O)[nH]c1=O | 57% | · | · | · | 38%[activator] | -10
COc1ccc(C2C(C(=O)c3cccs3)=C(O)C(=O)N2Cc2cccnc2)cc1OC (stereo unspecified) | -14% | -2% | 5% | 15% | 23% | -27
Cc1ccc(Nc2c(-c3cccnc3)nc3ccc(Cl)cn23)cc1 | · | · | 11% | 6% | · | -4
COC(=O)c1ccc(C(=O)OC)c(NC(=O)COC(=O)C2CCC(C(C)(C)C)CC2)c1 (stereo unspecified) | -11% | -1% | -10% | 1% | -16% | -11
Cc1ccc(CN(C)C(=O)c2cccc(S(=O)(=O)N3CCCC3)c2)o1 | 1% | · | · | · | -2% | -2
O=C(CCCOc1ccccc1)Nc1cccc(S(=O)(=O)N2CCCCCC2)c1 | -36% | · | ? | -11% | ? | ?
CC(=O)N(c1nc(/C=C\C(=O)O)cs1)c1ccccc1F | -16% | 16% | 1% | 7% | 7% | -1
COc1ccccc1/C=C1\C(=O)Nc2ccccc21 | -19% | -12% | -3% | -3% | -6% | 6
CCOC(=O)CCCc1sc(N)nc1-c1[nH]c(=O)[nH]c1C | -5% | ? | -12% | ? | 27% | ·
CCOc1cc2c(cc1OC)C(c1cccc([N+](=O)[O-])c1)NCC2 (stereo unspecified) | -5% | -2% | 5% | 8% | 9% | -12
O=C(c1cc([N+](=O)[O-])[nH]n1)N1CCSCC1 | 48% | -21% | -9% | 11% | 0% | 22
COc1ccc(-c2occ(C(=O)O)c2C(=O)O)cc1 | -21% | 19% | -2% | 0% | 4% | 43
CCCS(=O)(=O)N1CCCC(C(=O)NCCN2CCC(Cc3ccccc3)CC2)C1 (stereo unspecified) | 0% | 1% | -2% | -21% | ? | -5
COC1CCCN(Cc2nc(Cc3ccccc3F)no2)C1 (stereo unspecified) | -7% | 6% | 4% | 1% | 8% | -8
Cc1ccc(CN(C)C(=O)c2ccc(S(=O)(=O)N3CCCCCC3)cc2)o1 | 38% | · | -3% | 50µM* | 22% | -25
COc1ccc(-c2csc(C3=C(O)CN(C(C)C)C3=N)n2)cc1OC | -13% | 0% | 0% | -10% | ? | 64
CC(C)CC(C(=O)Oc1ccc2c3c(c(=O)oc2c1)CCC3)N1C(=O)c2ccccc2C1=O (stereo unspecified) | -10% | 0% | 3% | 6% | 1% | 11
CCNS(=O)(=O)c1ccc(OC)c(C(=O)NC2CCCCC2)c1 | -10% | 0% | 3% | · | -24% | ·
CC(Sc1nnc(-c2ccc(OC(F)F)cc2)o1)C(=O)NCC1CCCO1 (stereo unspecified) | 0% | 4% | 5% | 9% | 6% | 65
O=C(Cn1cnc([N+](=O)[O-])n1)NCCc1ccccc1 | -9% | -6% | 6% | -5% | 3% | -19
COc1cccc(CN2CCN(Cc3ccc(OC)c(OC)c3)CC2CCO)c1 (stereo unspecified) | 18% | 3% | 2% | -17% | 4% | 64
CN(CCOc1ccccc1)C(=O)C1CCN(C(=O)c2ccc(Cl)cc2)CC1 | 181%[activator] | · | 1% | -2% | 13% | -24
O=C(Nc1cccc(S(=O)(=O)N2CCOCC2)c1)c1ccc(=O)[nH]c1 | -27% | · | · | · | 25% | 5
Cc1ccc(Cl)cc1NC(=S)N/N=C/c1cccc2ccccc12 | -46% | 4% | 13% | 23% | ? | -35
Cc1cc(C)cc(S(=O)(=O)Cc2noc(C(=O)NCc3ccccc3)c2C(=O)NCc2ccccc2)c1 | -16% | · | · | · | ? | 2
COc1ccc(C2=CC(=O)OC3(CCCC3)O2)cc1 | 1% | -2% | 5% | 7% | 1% | -9
Cc1ccc(CN2CCNC(=O)C2CC(=O)N(C)C(C2CC2)C2CC2)o1 (stereo unspecified) | 26% | -5% | 9% | 25µM* | 10% | 79
Cc1ccc(NS(=O)(=O)c2cc(NC(=O)c3ccc4c(c3)NC(=O)CS4)ccc2C)c(C)c1 | ? | 16µM* | -1% | · | 11µM* | ?
COc1ccccc1N1CCN(C(=O)c2cc3cc(F)ccc3[nH]2)CC1 | -11% | 3% | ? | -5% | -14% | 72
O=C(c1ccc(F)cc1)N1CCN(c2cnn(-c3ccccc3)c(=O)c2Cl)CC1 | -14% | 1% | ? | 15% | ? | ?

Part of the list above in order of length of the SMILES, smallest number first.
molecule | AmpC no deterg | FBPA Giardia inh | AmpC detergent | Sm TGR inh | HCV inh | HCMV antiviral
COc1ccccc1/C=C1\C(=O)Nc2ccccc21 | -19% | -12% | -3% | -3% | -6% | 6
COC1CCCN(Cc2nc(Cc3ccccc3F)no2)C1 (stereo unspecified) | -7% | 6% | 4% | 1% | 8% | -8
COc1ccc(-c2occ(C(=O)O)c2C(=O)O)cc1 | -21% | 19% | -2% | 0% | 4% | 43
O=C(Cn1cnc([N+](=O)[O-])n1)NCCc1ccccc1 | -9% | -6% | 6% | -5% | 3% | -19
CCOC(=O)CCCc1sc(N)nc1-c1[nH]c(=O)[nH]c1C | -5% | ? | -12% | ? | 27% | ·
CC(Sc1nnc(-c2ccc(OC(F)F)cc2)o1)C(=O)NCC1CCCO1 (stereo unspecified) | 0% | 4% | 5% | 9% | 6% | 65
Cc1ccc(CN(C)C(=O)c2cccc(S(=O)(=O)N3CCCC3)c2)o1 | 1% | · | · | · | -2% | -2
O=C(Nc1cccc(S(=O)(=O)N2CCOCC2)c1)c1ccc(=O)[nH]c1 | -27% | · | · | · | 25% | 5
CCCS(=O)(=O)N1CCCC(C(=O)NCCN2CCC(Cc3ccccc3)CC2)C1 (stereo unspecified) | 0% | 1% | -2% | -21% | ? | -5
O=C(c1ccc(F)cc1)N1CCN(c2cnn(-c3ccccc3)c(=O)c2Cl)CC1 | -14% | 1% | ? | 15% | ? | ?
CC(C)CC(C(=O)Oc1ccc2c3c(c(=O)oc2c1)CCC3)N1C(=O)c2ccccc2C1=O (stereo unspecified) | -10% | 0% | 3% | 6% | 1% | 11
Cc1cc(C)cc(S(=O)(=O)Cc2noc(C(=O)NCc3ccccc3)c2C(=O)NCc2ccccc2)c1 | -16% | · | · | · | ? | 2

Remaining list, next part.
molecule | AmpC no deterg | FBPA Giardia inh | AmpC detergent | Sm TGR inh | HCV inh | HCMV antiviral
CN1C(=O)CS(=O)c2ccc(C(=O)NCCC3=CCCCC3)cc21 (stereo unspecified) | -17% | 1% | ? | -6% | ? | -31
Cc1cc([N+](=O)[O-])ccc1NCc1ccc2ccccc2c1 | -31% | -2% | ? | -1% | 11µM* | -27
CC(C)CNC(=O)c1ccccc1NC(=O)CSCc1ccccc1 | 4% | -4% | -5% | 0% | 7% | -7
O=C(Nc1ccc2c(c1)CCC2)c1ccccc1F | -20% | -2% | -5% | -12% | -14% | 92
COc1cccc(NC(CNS(=O)(=O)c2ccc(C)cc2)c2ccccc2)c1 (stereo unspecified) | · | · | 16% | 0% | · | -22
O=C(O)c1ccccc1OCc1ccccc1Cl | -22% | 11% | -2% | 11% | 11% | -11
Cc1ccc(S(=O)(=O)NCCCC(=O)C=[N+]=[N-])cc1 | -11% | 0% | -14% | 7% | 0% | 23
COc1cc(NC(=O)Nc2cccc3cccnc23)cc(OC)c1OC | 7% | 3% | -17% | 34% | ? | 41
O=C(NCc1cccc(Cl)c1)c1cnc(N2CCOCC2)c2ccccc12 | · | · | 2% | -12% | · | 5
Cc1noc(NS(=O)(=O)c2ccc(NC(=O)CSc3ncccn3)cc2)c1C | ? | 9% | ? | 2% | 1% | 27
CCN(CC)c1ccc(NC(=O)CN2CCN(c3ccccc3F)CC2)cc1 | 83%[activator] | 5% | -5%&-2% | -8%&-4% | -20% | 19&3
Cc1ccccc1CNC(=O)Cn1ccc2cc(S(=O)(=O)N3CCCCC3)ccc21 | · | · | 2% | -9% | · | -7
Cc1nc2ccccc2c(=O)n1/N=C/c1cn[nH]c1-c1ccccc1 | 2% | -1% | -2% | 7% | ? | -16
COc1cc(CC2(CCc3ccncc3)C(=O)N(C)C(=O)N(C)C2=O)cc(OC)c1OC | -12% | -4% | 0% | 14% | 16% | 35
CCOC(=O)CC(=O)CSc1ncnc2c1oc1ccccc12 | -3% | -4% | -1% | 31% | -1% | -1

Entries of single compounds from above. Values in the order: AmpC no deterg	FBPA Giardia inh	AmpC detergent	Sm TGR inh	HCV inh	HCMV antiviral
Shown for `COc1cccc(NC(CNS(=O)(=O)c2ccc(C)cc2)c2ccccc2)c1` (stereo unspecified) = ·	·	16%	0%	·	-22
Shown for `Cc1nc2ccccc2c(=O)n1/N=C/c1cn[nH]c1-c1ccccc1` = 2%	-1%	-2%	7%	?	-16

(more compounds)
molecule | AmpC no deterg | FBPA Giardia inh | AmpC detergent | Sm TGR inh | HCV inh | HCMV antiviral
COc1ccc(Cl)cc1NC(=O)c1cc(S(=O)(=O)NC2CCCCCC2)ccc1F | · | · | 8% | 13% | · | 60
Cc1ccc2scc(N3CCCC(C)C3)c(=O)c2c1 (stereo unspecified) | · | · | 4% | 4% | · | -28
NC(=O)[C@@H]1CCCN1C(=O)[C@@H](Cc1cnc[nH]1)NC(=O)[C@@H]1CCC(=O)N1 | -20% | · | 4% | -24% | 20% | 0
O=C(COC(=O)C1CCCCC1)Nc1ccc([N+](=O)[O-])cc1 | -24%[11.4 µM] | -22% | 4% | 20% | -8% | ?
Cc1ccc(C(=O)N(CC(=O)NC2CCCCC2)c2ccccc2C)s1 | -7% | 2% | -1% | -6% | ? | -39
Cc1ccc(Cn2ccc(NC(=O)c3cc(-c4ccc(F)cc4)on3)n2)cc1 | -6% | 1% | -7% | 0% | 14% | -9
Cc1cc2cc(CNC(=O)NC3CCCCC3)ccc2n1C | -22% | 3% | ? | 0% | ? | -8
N#Cc1cc2c(nc1SCc1ccccc1)CCCC2 | -10% | -2% | -14% | -1% | 1% | -37
CCOC(=O)c1c(N)nn(C(=O)c2ccccc2)c1-c1ccccc1 | -13% | -2% | -3% | · | -1% | -36
Cc1nn(C)c(Oc2cccc(C(F)(F)F)c2)c1C#N | -2% | 0% | ? | ? | 16% | -9
COc1ccc(OC(=O)c2cc(-c3ccc4c(c3)OCCO4)on2)cc1 | · | · | 12% | 6% | · | -13
C/C(=N/O)c1cccc(N2Cc3ccccc3C2)c1 | -27% | -12% | -4% | 22µM* | ? | 24
CCOC(=O)[C@H]1[C@H]2COc3ccc(Br)cc3[C@@H]2N2C(=O)CN(CC3CCCO3)C(=O)[C@@]12C (stereo partly specified) | 202%[activator] | · | -2% | -4% | 9% | 23
FC(F)(F)c1nnc2c(Sc3ccccc3)nc3ccccc3n12 | -28% | 17% | ? | ? | ? | -101*
S=C(NCC(c1cccnc1)N1CCOCC1)NC1CCCCC1 (stereo unspecified) | -28% | 6% | -5% | 1% | 12% | -8
